ROS inducer – ROS inducers in U2OS cancer cells, primary screen, cell-based, H2DCF-DA fluorescence; U2OS ROS induction; ROS induction (% of piperlongumine), % at 10 µM; 2% of 46,000 active; in the data active means ROS induction above about 79%, passing the limit was not always enough; inconclusive means no clear call, values can overlap the other calls;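 further: 0% = DMSO vehicle median and 100% = reference compound median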
Numbers without * were called inactive; ? = inconclusive. The list is partial (hit frequency here may not be typical).

SMILES | ROS inducer
C[C@H]1CN([C@@H](C)CO)C(=O)c2cccc(NS(=O)(=O)c3ccc(F)cc3)c2O[C@H]1CN(C)Cc1ccc(Oc2ccccc2)cc1 | 0
NC(=O)c1c(NC(=O)c2cnn3c(C(F)F)cc(-c4ccccc4)nc23)sc2c1CCCC2 | 12
C[C@@H]1CN([C@H](C)CO)C(=O)c2cccc(NC(=O)Nc3ccccc3)c2O[C@@H]1CN(C)C(=O)Nc1ccc(C(F)(F)F)cc1 | 15
COC(=O)c1sc(=S)sc1C(=O)OC | 10
CCC(=O)OCC(=O)[C@@]1(OC(=O)CC)[C@H](C)CC2C3C([C@@H](O)C[C@@]21C)[C@@]1(C)C=CC(=O)C=C1C[C@H]3Cl (some centres not stated) | 30
CC1=C(C(=O)Nc2ccccc2)C(c2ccncc2)n2ncnc2N1 (configuration not stated) | -14
CC(C)NC(=O)Nc1ccc2c(c1)CC(=O)N([C@H](C)CO)C[C@@H](C)[C@H](CN(C)Cc1ccc(Oc3ccccc3)cc1)O2 | 72
CCOC(=O)c1c(NC(=O)CSc2nc3ccccc3[nH]2)sc(C)c1C | 17
CCOc1cc(CNC23CC4CC(CC(C4)C2)C3)ccc1OCc1cccs1 | -4
C[C@H]1CN([C@@H](C)CO)C(=O)c2cc(NC(=O)Cn3cnnn3)ccc2O[C@@H]1CN(C)Cc1ccc(Cl)c(Cl)c1 | 7
Cn1nnc(NC(=O)COc2ccc(Cl)cc2Cl)n1 | -2
Cc1noc(C)c1NC(=O)Nc1ccc2c(c1)CC(=O)N([C@H](C)CO)C[C@@H](C)[C@@H](CN(C)S(=O)(=O)c1ccc(Cl)cc1)O2 | -9
COc1ccc(Cl)cc1NC(=O)CSc1n[nH]c(-c2ccccc2C)n1 | 30
COc1ccc(S(=O)(=O)Nc2ccc3c(c2)CC(=O)N([C@H](C)CO)C[C@@H](C)[C@@H](CN(C)C(=O)Nc2cccc4ccccc24)O3)cc1 | -5
COc1ccc(S(=O)(=O)N(C)C[C@@H]2Oc3ccc(NC(=O)Cc4cn(C)c5ccccc45)cc3C(=O)N([C@H](C)CO)C[C@@H]2C)cc1 | -3
NNC(=O)/C(=C\c1ccccc1)NC(=O)c1ccccc1 | 5
Cc1nn(C)c(C)c1CN(C)C(=O)c1cc2nc(-c3ccc(Cl)cc3)cc(C(F)(F)F)n2n1 | 10
COc1ccc(S(=O)(=O)Nc2ccc3c(c2)CC(=O)N([C@@H](C)CO)C[C@H](C)[C@@H](CN(C)C(=O)Nc2ccccc2)O3)cc1 | 4
CC(C)c1ccc(Nc2nc(N3CCCCC3)nc(N3CCCCC3)n2)cc1 | 3
COc1ccc([C@@H]2C=C(C(=O)N3CCCCC3)O[C@H](OCc3ccc(CO)cc3)C2)cc1 | -4
OCCSc1nnc(-c2ccccc2O)n1-c1ccccc1 | -12
O=C(Cn1c2ccccc2c2ccccc21)Sc1nc2ccccc2s1 | 12
C[C@H]1CN([C@@H](C)CO)C(=O)c2cc(NC(=O)Cn3cnnn3)ccc2O[C@@H]1CN(C)C(=O)Nc1ccccc1 | -9
C[C@H]1CN([C@@H](C)CO)C(=O)c2cc(NS(=O)(=O)c3cn(C)cn3)ccc2O[C@H]1CN(C)S(=O)(=O)c1ccc(Cl)cc1 | -11
Cn1cccc1/C=N/n1c(COc2ccccc2)n[nH]c1=S | 29
CCOC(=O)c1c(NC(=O)CCN2CCC(C)CC2)sc2c1CC(C)(C)OC2 | 21
CCn1c(C)c(CCC(=O)N2CCCC2)c(=O)n2nc(-c3ccccc3OC)cc12 | 8
C[C@H]1CN([C@@H](C)CO)C(=O)Cc2cc(NC(=O)CCC(F)(F)F)ccc2O[C@H]1CN(C)Cc1ccc(C(=O)O)cc1 | -11
C=C[C@@]12COC(=O)C(=C)[C@@H]1[C@@H](O)[C@H](C(=C)C(=O)OC)[C@@H](O)C2 | 25
O=C(c1cnc2c(c1)COc1ccccc1-2)c1cc(Cl)ccc1O | 6
Cc1noc(C)c1NC(=O)N(C)C[C@@H]1Oc2c(NS(=O)(=O)c3cn(C)cn3)cccc2C(=O)N([C@H](C)CO)C[C@@H]1C | -14
COc1ccc(S(=O)(=O)Nc2cccc3c2O[C@H](CN(C)C(=O)NC(C)C)[C@H](C)CN([C@H](C)CO)C3=O)cc1 | -5
Cc1ccc(C)c(NC(=O)CSc2nc(C)nc3sc(C)c(C)c23)c1 | -7
C[C@@H]1CN([C@H](C)CO)C(=O)c2cc(N(C)C)ccc2O[C@@H]1CN(C)C(=O)Nc1ccccc1 | -12
C[C@H]1CN([C@@H](C)CO)C(=O)c2cc(NC(=O)Nc3ccc4c(c3)OCO4)ccc2O[C@H]1CN(C)Cc1ccc2c(c1)OCO2 | 23
N#CC(C(=S)Nc1ccccc1)c1nc2ccccc2[nH]1 (configuration not stated) | -13
COC(=O)[C@]1(Cc2ccccc2CN=[N+]=[N-])N=C(c2ccc(OCCCO)cc2)O[C@@H]1c1ccccc1CN=[N+]=[N-] | 86*
O=C(CSCn1nnc2c(=O)[nH]c(Cc3ccc(F)cc3)nc21)Nc1ccc(F)cc1 | -19
C[C@H](CO)N1C[C@H](C)[C@@H](CN(C)Cc2ccc(-c3ccccc3)cc2)Oc2ccc(NS(=O)(=O)c3cn(C)cn3)cc2C1=O | 1
COC(=O)C(c1ccccc1)C1(O)CC(C)N(C)CC1C (configuration not stated) | -9
C[C@@H]1CN([C@H](C)CO)C(=O)Cc2cc(NC(=O)Nc3ccc(C(F)(F)F)cc3)ccc2O[C@@H]1CN(C)CC1CCCCC1 | 2
O=C1CC(c2ccccc2)c2c(ccc3ccccc23)N1 (configuration not stated) | -17
COC(=O)c1ccccc1NC(=O)c1ccc(NC(=O)COc2ccccc2C)cc1 | -16
COc1ccc(NC(=O)N(C)C[C@H]2Oc3ccc(NS(=O)(=O)c4ccc(OC)cc4)cc3CC(=O)N([C@@H](C)CO)C[C@H]2C)cc1 | 3
Cc1cccc(N2CCN(C(=O)CCn3c(=S)[nH]c4cc5c(cc4c3=O)OCO5)CC2)c1C | 9
CCOC(=O)c1c(NC(=O)c2ccc(C)c(S(=O)(=O)N3CCCCCC3)c2)sc(C)c1C | 21
CC(=O)c1cccc(NC(=O)C(C)NS(=O)(=O)c2ccc(C)cc2)c1 (configuration not stated) | -11
C[C@H](CO)N1C[C@H](C)[C@@H](CN(C)Cc2ccc(Oc3ccccc3)cc2)Oc2ccc(NC(=O)Cc3cn(C)c4ccccc34)cc2C1=O | 113*

Part of the list above, tab-delimited.
Structure	ROS inducer
O=C(CSCn1nnc2c(=O)[nH]c(Cc3ccc(F)cc3)nc21)Nc1ccc(F)cc1	-19
C[C@H](CO)N1C[C@H](C)[C@@H](CN(C)Cc2ccc(-c3ccccc3)cc2)Oc2ccc(NS(=O)(=O)c3cn(C)cn3)cc2C1=O	1
COC(=O)C(c1ccccc1)C1(O)CC(C)N(C)CC1C (configuration not stated)	-9
C[C@@H]1CN([C@H](C)CO)C(=O)Cc2cc(NC(=O)Nc3ccc(C(F)(F)F)cc3)ccc2O[C@@H]1CN(C)CC1CCCCC1	2
O=C1CC(c2ccccc2)c2c(ccc3ccccc23)N1 (configuration not stated)	-17
COC(=O)c1ccccc1NC(=O)c1ccc(NC(=O)COc2ccccc2C)cc1	-16
COc1ccc(NC(=O)N(C)C[C@H]2Oc3ccc(NS(=O)(=O)c4ccc(OC)cc4)cc3CC(=O)N([C@@H](C)CO)C[C@H]2C)cc1	3
Cc1cccc(N2CCN(C(=O)CCn3c(=S)[nH]c4cc5c(cc4c3=O)OCO5)CC2)c1C	9
CCOC(=O)c1c(NC(=O)c2ccc(C)c(S(=O)(=O)N3CCCCCC3)c2)sc(C)c1C	21
CC(=O)c1cccc(NC(=O)C(C)NS(=O)(=O)c2ccc(C)cc2)c1 (configuration not stated)	-11
C[C@H](CO)N1C[C@H](C)[C@@H](CN(C)Cc2ccc(Oc3ccccc3)cc2)Oc2ccc(NC(=O)Cc3cn(C)c4ccccc34)cc2C1=O	113*

Additional results follow.
SMILES | ROS inducer
C[C@@H]1CN([C@H](C)CO)C(=O)c2cc(NC(=O)Cc3cn(C)c4ccccc34)ccc2O[C@H]1CN(C)S(=O)(=O)c1cn(C)cn1 | -1
COc1ccc(NS(=O)(=O)c2cc(Br)cnc2N)cc1 | -10
CCOC(=O)C1CCCN(C(=S)Nc2ccc(OCC)cc2)C1 (configuration not stated) | -6
COC(=O)Nc1c(Cl)nsc1S(=O)(=O)Cc1ccccc1 | -9
CC(C)NC(=O)Nc1ccc2c(c1)C(=O)N([C@H](C)CO)C[C@@H](C)[C@@H](CN(C)Cc1ccc(Cl)c(Cl)c1)O2 | -6
C[C@@H]1CCCCO[C@@H](CN(C)Cc2ccncc2)[C@@H](C)CN([C@H](C)CO)C(=O)c2cc(NC(=O)C3CCCCC3)ccc2O1 | 16
O=C(CSc1nc2sc3c(c2c(=O)n1Cc1ccco1)CCC3)N1CCCc2ccccc21 | 10
O=C(CCCOc1ccc(Cl)cc1Cl)Nc1ccc2c(c1)OCCO2 | 18
CCSc1sc(CC)cc1C1C(C(=O)Nc2cccnc2)=C(C)NC2=C1C(=O)CCC2 (configuration not stated) | 5
O=c1ccc2cc3ccoc3cc2o1 | -12
Cc1cc(C)c(C#N)c(SCC(O)CS(=O)(=O)c2ccc(C(C)(C)C)cc2)n1 (configuration not stated) | 13
CCn1c(SCC(=O)O)nnc1-c1ccc(OC)cc1 | 1
O=C(CN1C(=O)c2ccccc2S1(=O)=O)Nc1ccc(Cl)c(Cl)c1 | -9
CCN(CC)C(=O)Sc1nc2ccccc2c(=O)n1CC1CC1 | -2
C[C@H]1CN([C@@H](C)CO)C(=O)Cc2cc(NC(=O)Nc3ccc(C(F)(F)F)cc3)ccc2O[C@H]1CN(C)C(=O)NC1CCCCC1 | 19
N#CCCN(/N=C/c1ccccc1)C1=NS(=O)(=O)c2ccccc21 | 128*
C[C@@H]1CN([C@@H](C)CO)C(=O)c2cc(NC(=O)Nc3ccc(F)cc3)ccc2O[C@H]1CN(C)Cc1ccc(Cl)c(Cl)c1 | 11
C[C@@H]1CN([C@H](C)CO)C(=O)c2cc(NC(=O)C3CC3)ccc2O[C@@H]1CN(C)C(=O)NC1CCCCC1 | -11
C[C@H](CO)N1C[C@H](C)[C@@H](CN(C)Cc2ccc(C(F)(F)F)cc2)Oc2ccc(NC(=O)Cc3cn(C)c4ccccc34)cc2C1=O | 109*
C[C@H]1CN([C@@H](C)CO)C(=O)Cc2cc(N(C)C)ccc2O[C@H]1CN(C)Cc1ccccc1 | 10
COC(=O)C1=CO[C@@H](C)[C@H]2CN3CCc4c([nH]c5ccccc45)[C@@H]3C[C@H]12 | -5
CC(Oc1ccc(C(C)(C)C)cc1)C(=O)NCc1ccco1 (configuration not stated) | -6
COc1cccc(NC(=O)CSc2nc(-c3ccccc3)c(-c3ccccc3)[nH]2)c1 | -6
C[C@H]1CN([C@@H](C)CO)C(=O)Cc2cc(NC(=O)C3CC3)ccc2O[C@H]1CN(C)Cc1ccc2c(c1)OCO2 | 16
Nc1nc(N)n(-c2ccccc2)c(=Nc2ccccc2)n1 | 1
Cc1noc(C)c1NC(=O)Nc1ccc2c(c1)C(=O)N([C@H](C)CO)C[C@H](C)[C@@H](CN(C)S(=O)(=O)c1cn(C)cn1)OCCCC[C@@H](C)O2 | -6
CCOc1ccc2nc(SCC(=O)c3cccs3)sc2c1 | -20
COc1ccc(NC(=O)N(C)C[C@H]2OCCCC[C@@H](C)Oc3ccc(NC(=O)NC(C)C)cc3C(=O)N([C@H](C)CO)C[C@@H]2C)cc1 | -4
Cc1ccc(S(=O)(=O)Nc2ccc3c(c2)CC(=O)N([C@@H](C)CO)C[C@H](C)[C@H](CN(C)Cc2ccccc2)O3)cc1 | 12
C[C@@H]1CCCCO[C@@H](CN(C)S(=O)(=O)c2ccc(F)cc2)[C@@H](C)CN([C@H](C)CO)C(=O)c2cc(NC(=O)CCC(F)(F)F)ccc2O1 | 9
COc1ccc(NC(=O)N(C)C[C@@H]2Oc3c(NC(=O)Nc4c(C)noc4C)cccc3C(=O)N([C@H](C)CO)C[C@@H]2C)cc1 | -6
CC(=O)c1c(O)cc(O)cc1CC(=O)O | -6
COc1cc(OC)c(NC(=O)CSc2ccccn2)cc1Cl | -1
C[C@H](CO)N1C[C@H](C)[C@@H](CN(C)Cc2ccc(Oc3ccccc3)cc2)Oc2ccc(NC(=O)Nc3ccc4c(c3)OCO4)cc2C1=O | ?
O=C(CCS(=O)(=O)c1nc(-c2ccccc2)cc(C(F)(F)F)n1)Nc1ccc(Cl)cc1Cl | 101*
COc1cc2oc(-c3ccccc3)cc(=O)c2c(OC)c1OC | 90*
O=C(/C=C/c1ccccc1)NC(=S)Nc1ccc(C(F)(F)F)cc1 | -5
COc1ccc(C(=O)N2CCCC(C(=O)N3CCCCCC3)C2)cc1 (configuration not stated) | -11
Cc1ccc(C2Nn3c(nnc3-c3ccccc3)SC2C(=O)NCC2CCCO2)cc1 (configuration not stated) | 0
CC(C)OC(=O)CSc1nc(-c2cccs2)cc(C(F)(F)F)c1C#N | 68
Cc1onc(-c2c(Cl)cccc2Cl)c1-c1csc(CCn2c(=O)oc3ccccc32)n1 | 67
COc1ccc(S(=O)(=O)N(C)C[C@@H]2Oc3ccc(NS(=O)(=O)c4ccccc4)cc3C(=O)N([C@@H](C)CO)C[C@@H]2C)cc1 | 33
C[C@@H]1CN([C@@H](C)CO)C(=O)c2cccc(NC(=O)Nc3ccc(C(F)(F)F)cc3)c2O[C@@H]1CN(C)Cc1ccc(Oc2ccccc2)cc1 | 15
COc1ccc(NC(=O)Nc2cccc3c2O[C@H](CN(C)Cc2ccncc2)[C@@H](C)CN([C@@H](C)CO)C3=O)cc1 | 2
COc1ccc(S(=O)(=O)N(C)C[C@@H]2Oc3c(NC(=O)Nc4ccc5c(c4)OCO5)cccc3C(=O)N([C@H](C)CO)C[C@@H]2C)cc1 | 18
C[C@@H]1CN([C@@H](C)CO)C(=O)c2cccc(NC(=O)c3cnccn3)c2O[C@H]1CN(C)CC1CC1 | -9

No new results follow: two of the compounds above.
SMILES | ROS inducer
COc1ccc(S(=O)(=O)N(C)C[C@@H]2Oc3c(NC(=O)Nc4ccc5c(c4)OCO5)cccc3C(=O)N([C@H](C)CO)C[C@@H]2C)cc1 | 18
C[C@@H]1CN([C@@H](C)CO)C(=O)c2cccc(NC(=O)c3cnccn3)c2O[C@H]1CN(C)CC1CC1 | -9
